# High-throughput results from PubChem.
# 3CLpro inhibitor = SARS-CoV 3CLpro protease inhibition | inhibition, % at 6 µM | 290,000 compounds, 0.14% hits | P0C6X7 | AID 1706 | recombinant SARS-CoV 3CLpro, quenched FRET peptide cleavage; in the data active = inhibition above about 12%
# Rv3671c inh = inhibitors of M. tuberculosis serine protease Rv3671c; P9WHR9; inhibition, % at 5.96 µM; 320,000 compounds, 0.048% hits; in the data active = inhibition above about 38%;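 also: extracellular domain of Rv3671c used as enzyme; 0% = enzyme with DMSO and 100% = no enzyme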
# Anthrax LF prot = inhibitors of Bacillus anthracis lethal factor protease; P15917; multiplex microsphere protease cleavage assay, LF; inhibition, % at 10 µM; 360,000 compounds, 0.12% hits; in the data active = inhibition above about 30%; also: plate controls were buffer without enzyme for full effect and enzyme alone for no effect
# Target sequence (P15917 whole entry, looked up): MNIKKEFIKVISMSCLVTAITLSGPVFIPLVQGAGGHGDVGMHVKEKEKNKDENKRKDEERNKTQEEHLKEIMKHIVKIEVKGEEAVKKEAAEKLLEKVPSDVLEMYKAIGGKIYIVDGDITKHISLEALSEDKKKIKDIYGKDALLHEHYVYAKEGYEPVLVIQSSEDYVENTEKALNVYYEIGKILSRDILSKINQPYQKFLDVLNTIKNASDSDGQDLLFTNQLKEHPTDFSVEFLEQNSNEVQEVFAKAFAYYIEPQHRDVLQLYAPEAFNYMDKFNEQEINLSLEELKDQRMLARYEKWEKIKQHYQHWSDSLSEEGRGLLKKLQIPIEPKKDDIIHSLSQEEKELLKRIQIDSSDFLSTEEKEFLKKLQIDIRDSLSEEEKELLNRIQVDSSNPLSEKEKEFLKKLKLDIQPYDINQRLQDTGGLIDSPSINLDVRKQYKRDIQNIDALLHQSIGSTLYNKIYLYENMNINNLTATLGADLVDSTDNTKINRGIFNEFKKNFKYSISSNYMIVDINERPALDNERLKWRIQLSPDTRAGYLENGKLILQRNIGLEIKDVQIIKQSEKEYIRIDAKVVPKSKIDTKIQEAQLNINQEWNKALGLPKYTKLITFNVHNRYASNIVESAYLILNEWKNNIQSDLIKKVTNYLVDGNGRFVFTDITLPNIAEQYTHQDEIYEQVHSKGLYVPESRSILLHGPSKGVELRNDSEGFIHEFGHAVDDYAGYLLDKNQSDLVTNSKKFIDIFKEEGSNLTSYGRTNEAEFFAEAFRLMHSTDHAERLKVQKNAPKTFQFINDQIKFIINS
# Yp Topo-I inh = Y. pestis Topo-I inhibition via cleavage products; Y. pestis Topo-I cleavage product accumulation, plate reader; activity, % at 10 µM; 360,000 compounds, 0.064% hits; in the data active = activity above about 50%, passing the limit was not always enough; also: inactives centre near 2
# MazEF act = activators of E. coli MazEF toxin-antitoxin RNase. P0AE70. FAM/BHQ RNA-DNA oligo cleavage fluorescence, 5 h. activation, % at 20 µM. 350,000 compounds, 0.32% hits; in the data active = activation above about 50%
# TcdB GH inh = TcdB glycohydrolase inhibition; inhibition, % at 9.99 µM; TcdB glycohydrolase enzymatic assay, plate reader; P18177; 350,000 compounds, 0.24% hits; in the data active = inhibition above about 10%
# PfHsp40 rescue = compounds rescuing yeast from Plasmodium falciparum HSP40 toxicity; S. cerevisiae expressing PfHsp40, growth rescue, ATP luminescence; 340,000 compounds, 0.68% hits; growth rescue, % at 12.5 µM; in the data active = growth rescue above about 28%, passing the limit was not always enough;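 also: yeast W303a lacking pdr1 and pdr3 grown in galactose medium; growth measured after three days at 30 °C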
# PriA SSB inh = inhibitors of Klebsiella pneumoniae PriA binding to SSB C-terminal tail. AlphaScreen SSBct-PriA binding, biotinylated peptide. inhibition, % at 33 µM. 430,000 compounds, 0.6% hits. AID 1272365; in the data active = inhibition mostly above about 37%, no sharp cut-off; inactive = mostly below about 20%;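 also: plate controls were negative control peptide for no effect and reference peptide for full effect; strong numbers were not always called active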
# DUSP3 inh = blocks human VHR1 dual specificity phosphatase. P51452. recombinant VHR phosphatase, pNPP absorbance. inhibition, % at 13.3 µM. 290,000 compounds, 0.52% hits. AID 1654; in the data active = inhibition above about 50%; also: some compounds called inactive have numbers as strong as hits
# Target sequence (P51452 whole entry, looked up): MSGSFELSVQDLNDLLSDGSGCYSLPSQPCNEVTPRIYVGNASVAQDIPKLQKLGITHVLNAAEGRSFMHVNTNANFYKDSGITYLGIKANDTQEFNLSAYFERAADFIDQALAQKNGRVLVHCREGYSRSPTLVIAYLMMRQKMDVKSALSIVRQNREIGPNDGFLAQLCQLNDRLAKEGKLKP
# Vc quorum ag = inducers of Vibrio cholerae quorum light production without autoinducers; V. cholerae BH1578 lux reporter, luminescence, 6 h; activation, % at 18.7 µM; 350,000 compounds, 0.16% hits; AID 588436; in the data active = activation mostly above about 9.7%, no sharp cut-off; also: not every result past the cut was called active; inactives centre near 0; reference of the scale not given here
# * marks the source's active call; other numbers are inactive results; i = inactive; nt = no result given; & = joins results of further samples.
no.	compound	Yp Topo-I inh	PfHsp40 rescue	MazEF act	Anthrax LF prot	PriA SSB inh	TcdB GH inh	Vc quorum ag	3CLpro inhibitor	Rv3671c inh	DUSP3 inh
1	CCOC(=O)C1CCCN(CC(=O)Nc2c(F)c(F)c(F)c(F)c2F)C1 (stereo unspecified)	-7	-1.2	-3	1	-17	nt	i	0	0	12
2	Cc1cccc(COc2ccccc2C(=O)OCC(=O)N(C)c2c(N)n(Cc3ccccc3)c(=O)[nH]c2=O)c1	29	0.1	-3	-6	-8	-0.6	i	2	-1	20
3	COc1cc(OC)cc(OC(=O)c2ccc3c(=O)n4c(nc3c2)CCC4)c1	18	0.6	6	0	-8	0.6	-0.2	nt	-5	nt
4	O=C(N/C(=C\c1ccc(Br)cc1)C(=O)N1CCOCC1)c1ccc([N+](=O)[O-])cc1	13	-0.1	5	-1	8	0.6	-2.2	1	0	-10
5	Cc1ccc(S(=O)(=O)CCSc2nccn2C)cc1	-2	0.2	3	-2	-13	2.3	-0.6	4	1	14
6	Cc1ccc([C@@H]2CC=C(C(=O)O)[C@H](c3cccc(F)c3)N2S(=O)(=O)c2ccccc2C)cc1	-3	8.4	5	1	7	-0.2	i	nt	2	nt
7	O=C(NC1CC1)C(=O)c1c[nH]c2ccccc12	3	-0.5	2	1	2	0.7	i	4	-2	17
8	Cc1ccsc1/C=N/NC(=O)c1nnn(-c2nonc2N)c1-c1ccccc1	-3	-3.3	3	-2	nt	-0.4	-7.8	-4	3	35
9	O=C(Nc1ncc(S(=O)(=O)c2ccc([N+](=O)[O-])cc2)s1)c1cccnc1	8	-1.0	9	9	11	-0.4	-0.3	-2	-13	8
10	C/C(=N\NC(=O)c1ccccc1[N+](=O)[O-])c1ccc(Br)s1	-3	0.3	5	-1	nt	0.9	1.2	2	2	5
11	Nn1c(SC/C=C/c2ccccc2)nnc1-c1ccccn1	17	0.3	2	-5	90*	nt	-0.3	-2	-4	36
12	COc1cccc(C=O)c1OC(=O)N1CCOCC1	0	0.4	-2	18	-6	0.0	i	-4	7	-3
13	O=C(Cc1ccccc1Cl)NC1(O)C(=O)c2ccccc2C1=O	7	-0.1	-15	-22	-3	-2.2	i	0	-76	-2
14	O=c1c2ccccc2nc(CSc2nnnn2-c2ccccc2)n1-c1ccccc1	-1	-0.7	-11	-3	-5	nt	0.8	0	11	3
15	CCCn1c(/N=C/c2ccc3c(c2)OCO3)nc2ccccc21	5	-0.1	1	-1	nt	nt	i	3	-8	-29
16	CN(C)c1ccc(-c2cc(NC=O)c3ncc(-c4ccc(F)c(Cl)c4)n3c2)cc1	-4	nt	nt	-14	nt	0.7	i	nt	nt	nt
17	O=C1OC(Nc2ccc(Br)cc2F)c2ccccc21 (stereo unspecified)	6	0.9	-2	6	-21	nt	-0.7	-4	6	-2
18	CCOc1ccc(C(=O)NCC(=O)NCC(c2cccs2)N2CCOCC2)cc1 (stereo unspecified)	1	0.2	6	nt	-17	1.9	i	nt	4	nt
19	CCOC(=O)CNC(=O)c1sc(NC(=O)c2cccc(F)c2)nc1C	-1	0.7	-7	-4	1	nt	i	3	6	24
20	CC(=O)Nc1ccc(S(=O)(=O)N2CCCC2C(=O)Nc2ccc3c(c2)OCCO3)cc1 (stereo unspecified)	-11	0.1	2	3	-8	-1.6	-0.1	5	1	8
21	N#C/C(=C\c1ccc(Oc2ccc(C(F)(F)F)cc2[N+](=O)[O-])cc1)c1nc2ccccc2[nH]1	-8	0.5	-3	7	0	nt	-0.7	-9	-12	45
22	CCOc1ccccc1N1CCN(CC(=O)Nc2nccs2)CC1	1	nt	2	-6	nt	1.2	-0.7	nt	nt	nt
23	NC(=O)C1CCN(C(=O)c2cnn(-c3ccccc3)c2NC(=O)c2cccc(F)c2)CC1	7	-2.4	5	-10	-2	0.4	-0.1	-2	4	5
24	C/C=C(\C)CN1CCN(c2cc(C)ccc2C)CC1	-3	1.1	-2	-5	-4	nt	-0.2	-1	4	-4
25	CCOC(=O)N1CCN(C(=O)/C(=C/c2ccc(OC)cc2)NC(=O)c2ccccc2)CC1	11	-0.1	6	0	-2	nt	i	2	3	32
26	Cc1cc(C(=O)N/N=C/c2c[nH]c3ccccc23)c(C)o1	-5	-0.8	-10	-1	nt	-0.7	i	0	-1	8
27	CC(C)Cn1c(N)c(C(=O)CSc2ncccn2)c(=O)n(C)c1=O	1	-0.3	6	-1	-3	-0.7	i	nt	8	nt
28	COc1cccc(C(=O)Nc2sc(C(C)C)cc2C(N)=O)c1OC	7	604*	-1	1	-25	4.6	i	7	-27	7
29	Cc1ccc(CNC(=O)c2sc3nc4c(c(C(F)(F)F)c3c2N)CCC4)cc1	36	2.4	-22	1	-6	nt	-3.2	-4	3	14
30	N=C1C(c2ccccc2)=C(O)CN1c1cccc2ccccc12	0	-0.8	5	-2	6	1.2	-0.4	5	5	13
31	CCSc1nnc(-c2ccncc2)n1Cc1ccccc1	9	1.3	-5	-1	3	nt	2.7	-1	-6	-21
32	Cc1nc2ccccc2c(=O)n1-c1cc([N+](=O)[O-])cc([N+](=O)[O-])c1	0	-0.6	10	13	-4	0.0	-0.2	-5	-7	27
33	C/C(=N/O)c1ccc(Oc2cnccn2)cc1	-2	0.4	2	1	nt	1.0	-0.1	-2	-6	-15
34	COc1ccc(Cn2c(=O)c3c(nc(NCCO)n3C)n(C)c2=O)cc1	-11	0.9	3	8	-14	nt	-0.5	1	1	25
35	NS(=O)(=O)c1ccc(Cl)c(C(=O)Nc2ccccc2[N+](=O)[O-])c1	9	0.7	9	-4	-6	2.1	i	1	1	11
36	S=c1[nH]nc(COc2ccc3ccccc3c2)o1	8	9.2	1	4	-11	nt	-0.3	0	1	9
37	O=C1CN(c2nc3nonc3nc2N2CCCCC2)CCN1	5	-0.8	5	-2	-9	-0.2	-0.1	3	0	38
38	COc1ccc(S(=O)(=O)N2CCOCC2)cc1C(=O)Nc1ccc2c(c1)OCO2	-1	0.4	4	-4	-15&-10	-0.7	-0.1	-2	-6	8
39	N#C/C(=C\c1cn[nH]c1-c1ccc(Cl)cc1)C(=O)NCc1ccccc1	3	7.2	5	-2	-15	nt	-0.6	6	-14	30
40	CC(O)c1nc2ccccc2n1CCOc1ccccc1 (stereo unspecified)	3	-0.6	-6	2	4	nt	i	5	0	-36
41	Cc1ccc(-c2cc3nc(C)cc(NCc4ccco4)n3n2)cc1	0	4.0	-6	-4	-16	nt	i	6	-9	13
42	COc1cc(C(=O)ON=C2C3CC4CC(C3)CC2C4)cc(OC)c1OC	24	325*	-4	-6	-2	1.1	i	0	0	17
43	Cc1nn(C)c(C)c1NS(=O)(=O)c1c(C)n[nH]c1C	2	-1.5	4	-9	2	0.2	-0.8	nt	0	nt
44	CCCn1c(SCC(=O)NNC(=O)c2ccc(OC)cc2)nnc1C(C)C	2	1.4	5	1	-17	-0.5	-0.2	3	11	-3
45	CSc1ccccc1OCc1cc(C(=O)N(C)CCc2c(C)n[nH]c2C)no1	20	0.7	-10	-5	-6	-1.2	i	-1	-15	-14
46	O=C(OCCNc1nc(-c2ccccc2)nc2ccccc12)c1ccncc1	-1	1.0	12	0	-6	-0.1	-0.3	-3	-16	22
47	Cc1ccc(C(=O)NNC(=O)c2csc(N3CCOCC3)n2)o1	-5	-0.1	7	2	0	3.3	i	nt	-1	nt
48	Cc1ccc(NC(=O)CNCC(c2ccccc2)N(C)C)cc1F (stereo unspecified)	-6	-0.5	11	-8	-5	-0.4	-0.3	6	6	-4
49	CC1(C(=O)NNC(=O)c2ccc(=O)oc2)CC1Br (stereo unspecified)	-2	nt	-18	-5	-1	1.3	i	-5	6	20
50	CCCCC1(CCC)C(=O)NC(=S)NC1=O	2	-0.7	5	-2	1	3.0	-0.4	nt	nt	nt
51	Cc1cc(C)n(-c2ccc(C(=O)Nc3ccccc3N3CCOCC3)cc2)n1	5	-0.1	2	-1	-1	nt	-0.4	2	6	22
52	O=[N+]([O-])c1ccccc1CCc1ccccc1[N+](=O)[O-]	6	3.1	-4	4	-3	0.7	i	nt	nt	nt
53	COc1ccccc1C(=O)Nc1ccc2c(c1)n(C)c(=O)n2C	3	-0.7	6	6	-11	0.3	-1.5	-3	2	-4
54	CN1C2CCC1/C(=C\c1ccccc1)C(=O)/C2=C\c1ccccc1	6	4.5	-1	-1	-5	nt	i	1	-4	32
55	CC1CCN(CC(=O)Nc2sc3c(c2C#N)CCC3)CC1	6	-0.1	-29	-7	-2	nt	-0.7	-1	-12	0
56	COc1ccc(-c2nc(C(=O)NCC3CCCO3)cc3c2[nH]c2ccccc23)cc1 (stereo unspecified)	-3	15	-10	4	-6	-0.9	-0.5	-1	-59	0
57	O=C(N[C@@H]1C/C=C\C[C@@H](CC(=O)N(CCO)Cc2ccccc2)C(=O)N[C@H](Cc2ccccc2)COC1=O)OCC1c2ccccc2-c2ccccc21	22	-1.3	-2	2	-4	1.2	i	nt	-4	nt
58	CCn1c(=O)c(=O)n(CC)c2cc(S(=O)(=O)Nc3cccc(OC)c3)ccc21	-2	-0.5	4	-2	1	nt	-0.4	-2	-5	-12
59	Cc1ccc(C(=O)CCNc2ccc(Br)cc2)o1	0	1.1	2	2	-8	nt	-2.0	-2	-3	46
60	CCC(=O)Nc1ccc(C(=O)CSc2nc3ccc(C)cc3[nH]2)cc1	-7	-1.2	-5	-4	11	nt	-0.2	0	-15	3

# Structures from the list above containing a cyano group:
no.	compound	Yp Topo-I inh	PfHsp40 rescue	MazEF act	Anthrax LF prot	PriA SSB inh	TcdB GH inh	Vc quorum ag	3CLpro inhibitor	Rv3671c inh	DUSP3 inh
21	N#C/C(=C\c1ccc(Oc2ccc(C(F)(F)F)cc2[N+](=O)[O-])cc1)c1nc2ccccc2[nH]1	-8	0.5	-3	7	0	nt	-0.7	-9	-12	45
39	N#C/C(=C\c1cn[nH]c1-c1ccc(Cl)cc1)C(=O)NCc1ccccc1	3	7.2	5	-2	-15	nt	-0.6	6	-14	30
55	CC1CCN(CC(=O)Nc2sc3c(c2C#N)CCC3)CC1	6	-0.1	-29	-7	-2	nt	-0.7	-1	-12	0

# Other entries follow:
no.	compound	Yp Topo-I inh	PfHsp40 rescue	MazEF act	Anthrax LF prot	PriA SSB inh	TcdB GH inh	Vc quorum ag	3CLpro inhibitor	Rv3671c inh	DUSP3 inh
61	O=C(Nc1nncs1)c1ccc2c(c1)OCO2	0	-1.0	7	2	-12	2.3	-0.2	-4	-4	21
62	COc1cccc(N2CCN(S(=O)(=O)c3c(C)[nH]c(C)c3C(=O)N3CCCC3)CC2)c1	1	-0.2	-8	0	-2	0.3	-0.4	-2	11	0
63	CCCCn1c(N)c(N(CCC(C)C)C(=O)CC2OC(=O)c3ccccc32)c(=O)[nH]c1=O (stereo unspecified)	3	-1.3	6	2	-3	1.8	2.3	nt	7	nt
64	CC12CC3(C)CC(C)(C1)CC(C(=O)NCc1ccccn1)(C2)C3	-1	1.1	0	1	-3	1.3	0.9	0	6	9
65	CC1=C(C(=O)OCc2ccccc2)C(c2cccnc2)c2c(n(C)c(=O)n(C)c2=O)N1 (stereo unspecified)	18&-3	-1.6&-0.5	2&-5	-3&-2	-3	0.5&0.4	0.8&0.0	0	3	8
66	Cc1ccc2sc(N(CCCN(C)C)C(=O)c3ccc(S(=O)(=O)N4CCCCCC4)cc3)nc2c1C	8	0.4	2	-2	17	1.3	-1.2	nt	5	nt
67	O=C(Nc1ccc2ccccc2n1)C1CCCCC1	1	nt	1	15	-3	-0.9	0.6	4	-5	19
68	COC(=O)COc1cc(Cl)c(C=O)cc1OC	-1	0.1	1	-1	-1	0.9	-0.5	-2	6	-6
69	N#CCCN(C(=O)CN1CCN(S(=O)(=O)c2ccc(Cl)s2)CC1)c1ccc(F)cc1	13	2.1	1	-3	-1	0.4	i	nt	4	nt
70	CCOC(=O)c1cnc(SC)nc1Oc1cccc(NC(=O)c2ccc(Cl)cc2)c1	3	1.0	4	0	-12	nt	-0.5	-2	-6	19

# Not all compounds are listed, so the mix of outcomes need not match the whole.
